NOD1 inhibition: NOD1 signaling inhibitors, primary screen, cell-based, luminescence, uHTS (AID 1578); NOD1-driven NF-kB luciferase reporter cells, luminescence; higher % means a stronger effect; inhibition, % at 4 µM; hits with a dose series show EC50 in µM; actives 1% (n = 290,000); in the data active = inhibition mostly above about 36%, no sharp cut-off; inactive = mostly below about 34%;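 note: HEK-293T reporter cells stimulated with the NOD1 agonist gamma-tri-DAP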
GPR55 LPI antagonism: GPR55 antagonists blocking LPI-driven arrestin recruitment, primary screen, imaging, U2OS, beta-arrestin-GFP, LPI agonist (AID 2013); U2OS GPR55 beta-arrestin-GFP translocation imaging, LPI antagonism; higher % means a stronger effect; inhibition, % at 10 µM, or IC50 in µM where a hit was titrated; actives 0.13% (n = 290,000);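 active = spots per cell inhibited over 60%, with over 100 cells counted and total cytoplasm intensity under 500,000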;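 note: U2OS cells stably carrying GPR55 and arrestin-GFP stimulated by 5 µM LPI near EC80; imaged beta-arrestin-GFP aggregate spots per cell after agonist stimulation; plate controls were LPI-stimulated DMSO wells for no effect and DMSO wells without LPI for full effect; some results filed as inactive read as strong as hits; confirmed hits need IC50 under 10 µM and bright autofluorescent wells are also inconclusive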
NTR1 agonist: NTR1-driven beta-arrestin-GFP spot formation – imaging, U2OS cells, high content, primary screen (AID 493036). P30989. agonist mode. activation, % at 20 µM. actives 0.17% (n = 330,000);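 active = activation at or above 40% of the spot to cytoplasm intensity ratio, with at least 20 cells analyzed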;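 note: 0% = DMSO without peptide and 100% = 100 nM NTR1 peptide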
Target sequence (P30989 whole entry, looked up): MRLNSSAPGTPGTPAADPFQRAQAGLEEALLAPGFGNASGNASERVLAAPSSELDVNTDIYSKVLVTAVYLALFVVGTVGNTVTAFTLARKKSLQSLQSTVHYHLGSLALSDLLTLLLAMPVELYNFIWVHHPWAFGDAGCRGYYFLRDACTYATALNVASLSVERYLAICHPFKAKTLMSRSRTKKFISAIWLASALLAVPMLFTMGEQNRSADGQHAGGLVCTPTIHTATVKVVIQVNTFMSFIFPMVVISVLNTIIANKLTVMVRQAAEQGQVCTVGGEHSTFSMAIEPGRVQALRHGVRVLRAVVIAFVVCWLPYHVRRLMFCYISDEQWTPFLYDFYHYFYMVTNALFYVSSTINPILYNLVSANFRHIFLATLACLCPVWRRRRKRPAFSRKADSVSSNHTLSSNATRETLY
KOR beta-arrestin-1: kappa opioid receptor activators – cell-based, luminescence, uHTS, primary screen (AID 1777). actives 0.02% (n = 280,000). KOR beta-arrestin recruitment, luminescence; higher % means a stronger effect. activation, % at 10 µM, or EC50 in µM where a hit was titrated; in the data active = activation above about 50%, passing the limit was not always enough; note: a part of the inactive calls stands beside numbers as strong as those of hits
Myeloid diff MLP: promotes myeloid progenitor differentiation; ER-HoxA9 myeloid progenitors, lysozyme-GFP differentiation, flow cytometry; calls only at 10 µM; actives 1% (n = 360,000);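 active = normalized GFP-positive differentiation at or above the plate's own cutoff, the solvent-only control mean plus 3 SD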;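 note: cells exposed to compound for four days before flow analysis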
T cell HTS: modulates CD8 T cell binding to vesicles. actives 0.068% (n = 330,000). calls only at 7 µM. 2C CD8+ T cell-vesicle binding, flow cytometry; active compounds read low;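 active = response, share of CD8 T cells binding vesicles, and their 90th percentile fluorescence all below set limits, cut at about 80% in these data, passing the limit was not always enough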
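Test system: purified 2C TCR transgenic mouse naive CD8+ T cells. Probe or stimulus: QL9-peptide-loaded Drosophila micro-vesicles bearing Ld, ICAM-1 and B7-1. Incubation: binding step 1.5 h, 37 °C, antibody labelling 20 min, ice. Measured by: flow cytometry of vesicle-bound cells.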
KOR beta-arrestin-2: kappa opioid receptor blockers – cell-based, luminescence, uHTS (AID 1778); KOR beta-arrestin recruitment, luminescence, antagonist mode; higher % means a stronger effect; actives 0.091% (n = 290,000); one-dose inhibition, % at 10 µM; IC50 in µM for titrated hits; note: strong numbers were not always called active
GPR55 beta-arrestin: selective activators of receptor GPR55 – imaging, U2OS cells, beta-arrestin-GFP redistribution, primary screen (AID 1961); U2OS GPR55 beta-arrestin-GFP redistribution imaging; higher % means a stronger effect; actives 0.048% (n = 290,000); activation, % at 10 µM; hits with a dose series show EC50 in µM;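 active = activation above 40% with more than 50 cells counted in the well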;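 note: U2OS osteosarcoma cells stably expressing GPR55 and beta-arrestin-GFP; plate controls were DMSO negative control for no effect and LPI positive control for full effect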
NOD2 inhibition: inhibition of NOD2-driven NF-kB reporter – cell-based, luminescence, uHTS, HEK293 (AID 1566) | HEK293 NOD2/NF-kB luciferase reporter, luminescence; higher % means a stronger effect | inhibition, % at 4 µM; hits with a dose series show EC50 in µM | actives 0.63% (n = 290,000); note: many of its hits are not listed in these tables
T cell HTS vesicle-bound %: recorded beside T cell HTS, whose call it bears; double positive events, %; measured here: CD8+ vesicle-bound cell fraction;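 binding gate set so that unloaded-vesicle control wells show 10% double positive cells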
NTR1 agonist cell count 20 µM: also measured in NTR1 agonist; calls as there; cell count; measured here: cell count, cytotoxicity flag
Myeloid diff MLP GFP+ MAC1+ %: further read-out of Myeloid diff MLP, marked with its call; GFP+ MAC1+ double positive, %; measured here: differentiation confirmed by MAC1 staining
* = called active by the depositor. Cut-off read from the data, not from the text of the source, unless noted: active = inhibition above about 50%; inactive = the rest. Some of the compounds tested (hit frequency here may not be typical).

Screening COc1ccc(C(=O)NCCc2nnc3ccc(SCC(=O)Nc4ccccc4)nn23)cc1 returned NOD1 inhibition -6.8%, GPR55 LPI antagonism 15.9%, NTR1 agonist 1.9, KOR beta-arrestin-1 2.6%, Myeloid diff MLP inactive, T cell HTS inactive, KOR beta-arrestin-2 -17.0%, GPR55 beta-arrestin -0.2%, NOD2 inhibition 6.3%, T cell HTS vesicle-bound % 13.7, NTR1 agonist cell count 20 µM 39 and Myeloid diff MLP GFP+ MAC1+ % 0.4.
For CCOc1ccc(CN(C)CC(O)COC(c2ccc(OC)cc2)c2ccc(OC)cc2)cc1 (stereo unspecified) the results were NOD1 inhibition -37.2%, GPR55 LPI antagonism 6.9%, NTR1 agonist 9.8, KOR beta-arrestin-1 -1.5%, Myeloid diff MLP inactive, T cell HTS inactive, KOR beta-arrestin-2 39.6%, GPR55 beta-arrestin 0.5%, NOD2 inhibition -10.6%, T cell HTS vesicle-bound % 19.5, NTR1 agonist cell count 20 µM 54 and Myeloid diff MLP GFP+ MAC1+ % 0.5.
Screening Cc1ccc(NC(=O)Cn2nnc(C(=O)NCCc3ccccc3)c2N)cc1Cl returned NOD1 inhibition -17.6%, GPR55 LPI antagonism 3.9%, NTR1 agonist -0.8, KOR beta-arrestin-1 -1.3%, Myeloid diff MLP inactive, T cell HTS inactive, KOR beta-arrestin-2 -5.1%, GPR55 beta-arrestin 0.1%, NOD2 inhibition 1.2%, T cell HTS vesicle-bound % 10.9, NTR1 agonist cell count 20 µM 68 and Myeloid diff MLP GFP+ MAC1+ % 5.5.
Screening N#CC(C#N)=Cc1ccc(OC(=O)c2ccccn2)cc1 returned NOD1 inhibition -2.7%, GPR55 LPI antagonism 5.1%, KOR beta-arrestin-1 -4.0%, Myeloid diff MLP inactive, T cell HTS inactive, KOR beta-arrestin-2 3.2%, GPR55 beta-arrestin 0.0%, NOD2 inhibition 7.6%, T cell HTS vesicle-bound % 29.1 and Myeloid diff MLP GFP+ MAC1+ % 1.6.
`COc1ccc(C(=O)Nc2ccc(C)cc2C(=O)c2ccccc2)c(OC)c1` gave NOD1 inhibition -22.7%, GPR55 LPI antagonism 19.8%, NTR1 agonist 6.1, KOR beta-arrestin-1 -4.1%, Myeloid diff MLP inactive, T cell HTS inactive, KOR beta-arrestin-2 5.5%, GPR55 beta-arrestin -0.1%, NOD2 inhibition 14.1%, T cell HTS vesicle-bound % 39.0, NTR1 agonist cell count 20 µM 42 and Myeloid diff MLP GFP+ MAC1+ % 0.8.
COCCNC(=O)C(c1ccc(F)cc1)N(C(=O)CCC(=O)Nc1nccs1)c1cccc(C)c1 (stereo unspecified) was read as NOD1 inhibition -25.2%, GPR55 LPI antagonism 13.7%, NTR1 agonist -0.3, KOR beta-arrestin-1 -1.4%, Myeloid diff MLP inactive, T cell HTS inactive, KOR beta-arrestin-2 26.8%, GPR55 beta-arrestin 0.2%, NOD2 inhibition -19.7%, T cell HTS vesicle-bound % 27.5, NTR1 agonist cell count 20 µM 52 and Myeloid diff MLP GFP+ MAC1+ % 1.3.
For COc1ccc(C)cc1NC(=O)c1ccc2c(=O)n3c(nc2c1)CCCCC3 the results were NOD1 inhibition -0.6%, GPR55 LPI antagonism 6.5%, NTR1 agonist 0.9, KOR beta-arrestin-1 -0.2%, Myeloid diff MLP inactive, T cell HTS inactive, KOR beta-arrestin-2 -41.9%, GPR55 beta-arrestin -0.1%, NOD2 inhibition 10.2%, T cell HTS vesicle-bound % 10.3, NTR1 agonist cell count 20 µM 67 and Myeloid diff MLP GFP+ MAC1+ % 2.4.
`O=C1NC2(CCCCC2)C(=O)N1/N=C/c1ccccc1Br` gave NOD1 inhibition -22.9%, GPR55 LPI antagonism 16.7%, NTR1 agonist 4.6, KOR beta-arrestin-1 -1.7%, Myeloid diff MLP inactive, T cell HTS inactive, KOR beta-arrestin-2 8.4%, GPR55 beta-arrestin -0.3%, NOD2 inhibition -22.6%, T cell HTS vesicle-bound % 34.6, NTR1 agonist cell count 20 µM 58 and Myeloid diff MLP GFP+ MAC1+ % 0.6.
COC(=O)Cn1cnc2scc(-c3ccc(C)c(C)c3)c2c1=O was read as NOD1 inhibition -13.5%, GPR55 LPI antagonism -0.3%, NTR1 agonist 1.0, KOR beta-arrestin-1 8.6%, Myeloid diff MLP inactive, T cell HTS inactive, KOR beta-arrestin-2 8.8%, GPR55 beta-arrestin 0.2%, NOD2 inhibition -2.3%, T cell HTS vesicle-bound % 66.1, NTR1 agonist cell count 20 µM 64 and Myeloid diff MLP GFP+ MAC1+ % 0.6.
`CCOc1ccc(Cl)cc1S(=O)(=O)N1CCC(C(=O)NCC2CCCO2)CC1` (stereo unspecified) gave NOD1 inhibition -30.1%, GPR55 LPI antagonism -1.1%, NTR1 agonist -1.7, KOR beta-arrestin-1 -0.1%, T cell HTS inactive, KOR beta-arrestin-2 -11.6%, GPR55 beta-arrestin -0.2%, NOD2 inhibition 3.0%, T cell HTS vesicle-bound % 37.7 and NTR1 agonist cell count 20 µM 42.
Cc1ccc(S(=O)(=O)NCCCNC(=O)c2ccccc2)cc1 was read as NOD1 inhibition 30.1%, GPR55 LPI antagonism -0.3%, NTR1 agonist -2.3, KOR beta-arrestin-1 6.1%, Myeloid diff MLP inactive, T cell HTS inactive, KOR beta-arrestin-2 -75.5%, GPR55 beta-arrestin -0.2%, NOD2 inhibition -13.6%, T cell HTS vesicle-bound % 21.2, NTR1 agonist cell count 20 µM 74 and Myeloid diff MLP GFP+ MAC1+ % 0.7.
`COc1ccc(/C=C2\SC(=S)N(CC(=O)N(C)C3CCS(=O)(=O)C3)C2=O)cc1` (stereo unspecified) gave NOD1 inhibition -18.9%, GPR55 LPI antagonism -2.4%, NTR1 agonist -0.6, KOR beta-arrestin-1 -0.4%, Myeloid diff MLP inactive, T cell HTS inactive, KOR beta-arrestin-2 -53.8%, GPR55 beta-arrestin 0.2%, NOD2 inhibition -14.2%, T cell HTS vesicle-bound % 27.7, NTR1 agonist cell count 20 µM 46 and Myeloid diff MLP GFP+ MAC1+ % 0.0.
Screening NS(=O)(=O)c1ccc(CNC(=O)c2ccncc2)cc1 returned NOD1 inhibition -23.0%, GPR55 LPI antagonism 14.1%, NTR1 agonist -0.2, KOR beta-arrestin-1 -0.4%, Myeloid diff MLP inactive, T cell HTS inactive, KOR beta-arrestin-2 35.8%, GPR55 beta-arrestin 0.3%, NOD2 inhibition -2.9%, T cell HTS vesicle-bound % 11.1, NTR1 agonist cell count 20 µM 69 and Myeloid diff MLP GFP+ MAC1+ % 0.5.
For CCNC(=O)OCc1cn(-c2ccccc2)nn1 the results were NOD1 inhibition -2.0%, GPR55 LPI antagonism 15.0%, NTR1 agonist 1.9, KOR beta-arrestin-1 3.3%, Myeloid diff MLP inactive, T cell HTS inactive, KOR beta-arrestin-2 -1.7%, GPR55 beta-arrestin -0.3%, NOD2 inhibition 5.1%, T cell HTS vesicle-bound % 36.2, NTR1 agonist cell count 20 µM 48 and Myeloid diff MLP GFP+ MAC1+ % 0.5.
For CCc1noc(C)c1C(=O)N1CCCC(C(=O)c2cc(F)ccc2OC)C1 (stereo unspecified) the results were NOD1 inhibition -12.9%, GPR55 LPI antagonism 5.4%, NTR1 agonist 0.4, KOR beta-arrestin-1 -2.7%, Myeloid diff MLP inactive, T cell HTS inactive, KOR beta-arrestin-2 -1.8%, GPR55 beta-arrestin 0.2%, NOD2 inhibition -3.0%, T cell HTS vesicle-bound % 24.3, NTR1 agonist cell count 20 µM 55 and Myeloid diff MLP GFP+ MAC1+ % 0.3.
COC(=O)/C(=C/N(C)C)C(=O)N1CCN(c2ccc(Cl)c(Cl)c2)CC1 was read as NOD1 inhibition -9.8%, GPR55 LPI antagonism 6.3%, NTR1 agonist 1.9, KOR beta-arrestin-1 -2.5%, Myeloid diff MLP inactive, T cell HTS inactive, KOR beta-arrestin-2 6.2%, GPR55 beta-arrestin 0.4%, NOD2 inhibition 6.7%, T cell HTS vesicle-bound % 32.7, NTR1 agonist cell count 20 µM 55 and Myeloid diff MLP GFP+ MAC1+ % 0.1.
For COc1ccccc1CNC(=O)C1CCCN(S(=O)(=O)c2cccc3nonc23)C1 (stereo unspecified) the results were NOD1 inhibition 11.7%, GPR55 LPI antagonism 14.8%, NTR1 agonist -0.5, KOR beta-arrestin-1 0.0%, Myeloid diff MLP inactive, T cell HTS inactive, KOR beta-arrestin-2 5.4%, GPR55 beta-arrestin -0.2%, NOD2 inhibition 2.0%, T cell HTS vesicle-bound % 12.4, NTR1 agonist cell count 20 µM 54 and Myeloid diff MLP GFP+ MAC1+ % 0.7.
`Cc1cc(Br)ccc1OCC(=O)NNC(=O)Cc1ccccc1` gave NOD1 inhibition -40.9%, GPR55 LPI antagonism 0.4%, NTR1 agonist 0.6, KOR beta-arrestin-1 -2.0%, Myeloid diff MLP inactive, T cell HTS inactive, KOR beta-arrestin-2 4.6%, GPR55 beta-arrestin -0.1%, NOD2 inhibition 1.9%, T cell HTS vesicle-bound % 40.0, NTR1 agonist cell count 20 µM 100 and Myeloid diff MLP GFP+ MAC1+ % 0.3.
Screening CC/C(O)=C1\C(=O)CCCC1=NCCc1c(C)[nH]c2ccc(C)cc12 returned NOD1 inhibition -7.6%, GPR55 LPI antagonism -4.6%, NTR1 agonist -0.3, KOR beta-arrestin-1 0.8%, Myeloid diff MLP inactive, T cell HTS inactive, KOR beta-arrestin-2 13.0%, GPR55 beta-arrestin 0.3%, NOD2 inhibition -1.9%, T cell HTS vesicle-bound % 19.0, NTR1 agonist cell count 20 µM 62 and Myeloid diff MLP GFP+ MAC1+ % 0.6.
`COc1ccc(OC)c(C2N(c3cc(C)on3)C(=O)C3CCCN32)c1` (stereo unspecified) gave NOD1 inhibition -29.1%, GPR55 LPI antagonism 7.6%, NTR1 agonist -1.5, KOR beta-arrestin-1 -1.8%, Myeloid diff MLP inactive, T cell HTS inactive, KOR beta-arrestin-2 5.4%, GPR55 beta-arrestin 1.0%, NOD2 inhibition 12.1%, T cell HTS vesicle-bound % 50.0, NTR1 agonist cell count 20 µM 82 and Myeloid diff MLP GFP+ MAC1+ % 1.1.
`Cc1cccnc1NC(=O)c1nn(C)c2c1CS(=O)(=O)c1ccccc1-2` gave NOD1 inhibition 1.7%, GPR55 LPI antagonism 13.7%, NTR1 agonist -0.3, KOR beta-arrestin-1 1.5%, Myeloid diff MLP inactive, T cell HTS inactive, KOR beta-arrestin-2 -46.2%, GPR55 beta-arrestin 0.4%, NOD2 inhibition 12.4%, T cell HTS vesicle-bound % 19.7, NTR1 agonist cell count 20 µM 54 and Myeloid diff MLP GFP+ MAC1+ % 3.2.
